aGal spleen mod: alpha-galactosidase A (human) modulation. Potency, µM (highest dose often 80 µM), inactives show at the top dose activity change, negative = inhibition, usual class: inhibitors. hit rate 0.008% among 240,000. AID 2107. P06280. human spleen homogenate, 4MU-alpha-Gal fluorescence, 40 min;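 also: 0% = enzyme with vehicle and -100% = no enzyme basal signal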
Target sequence (P06280 32-429 limits assumed): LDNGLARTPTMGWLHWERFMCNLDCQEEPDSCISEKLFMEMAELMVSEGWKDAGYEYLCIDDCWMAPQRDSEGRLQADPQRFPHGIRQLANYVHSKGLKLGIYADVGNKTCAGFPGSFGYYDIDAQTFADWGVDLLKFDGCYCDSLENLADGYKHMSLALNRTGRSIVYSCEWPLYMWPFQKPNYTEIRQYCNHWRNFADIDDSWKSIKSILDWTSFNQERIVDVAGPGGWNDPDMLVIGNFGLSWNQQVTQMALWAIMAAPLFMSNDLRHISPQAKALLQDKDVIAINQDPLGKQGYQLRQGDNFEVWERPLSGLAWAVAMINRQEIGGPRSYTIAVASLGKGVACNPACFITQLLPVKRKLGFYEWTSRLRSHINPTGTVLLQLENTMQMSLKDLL
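Fluorogenic readout (Ex 365/Em 440 nm) of 4-methylumbelliferone released from 1 mM 4-MU-alpha-galactoside by spleen homogenate, 40 min at 37C, pH 5.0. Data normalized to no-enzyme and enzyme controls; Hill-equation AC50 from compound titrations.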
GAA glycogen mod: alters human alpha-glucosidase cleavage of glycogen. hit rate 0.38% among 300,000. Potency, µM (series often up to 76.4 µM), without a hit: top-dose activity change, negative = inhibition, hits mostly inhibitors. recombinant GAA, glycogen substrate, Amplex Red glucose oxidase fluorescence. P10253. AID 2100;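 also: 0% = full enzyme reaction and -100% = no-enzyme basal signal; the screen sought inhibitors and activators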
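Recombinant human enzyme (4 nM); glycogen substrate; 37 C, 40 min, pH 5.0. Readout: coupled glucose oxidase/Amplex Red fluorescence.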
RGS12 GoLoco inh: RGS12 GoLoco-Gai1 interaction inhibition; Gai1:RGS12 GoLoco peptide FP, rhodamine, 10 min; P63096; hit rate 0.44% among 230,000; Potency, µM (series often up to 61.6 µM), inactives show at the top dose activity, negative = inhibition, hits mostly inhibitors; AID 880; active = well fitted inhibition curve with a large enough effect, not every such curve was filed as active; inactive = no such curve, though single readings can be large or run the other way; also: % is scaled to controls: 0 for no effect and ±100 for the full control effect; nearly all actives have a fitted effect of over 30% in size; many of its hits are not listed in these tables
Target sequence (P63096 whole entry, looked up): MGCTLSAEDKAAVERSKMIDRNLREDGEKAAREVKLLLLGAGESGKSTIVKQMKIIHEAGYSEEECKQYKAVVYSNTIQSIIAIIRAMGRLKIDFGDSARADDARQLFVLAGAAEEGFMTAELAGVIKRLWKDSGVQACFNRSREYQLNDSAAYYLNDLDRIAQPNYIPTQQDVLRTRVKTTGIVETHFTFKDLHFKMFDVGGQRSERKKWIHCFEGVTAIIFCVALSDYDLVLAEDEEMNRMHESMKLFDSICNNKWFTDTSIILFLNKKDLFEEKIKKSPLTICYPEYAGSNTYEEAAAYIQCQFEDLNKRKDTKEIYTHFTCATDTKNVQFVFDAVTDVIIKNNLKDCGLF
GAA inh: alpha-glucosidase (human) inhibition. P10253. purified human GAA, 4-MU-alpha-glucoside fluorescence. Potency, µM (doses to about 76.9 µM), inactives show at the top dose activity change, negative = inhibition, most hits filed as inhibitors. hit rate 0.005% among 200,000;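 also: plate controls were uninhibited enzyme wells for no effect and no-enzyme background for full effect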
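Enzyme (4 nM final) mixed with compound (up to 77 uM), then 4-MU-alpha-D-pyranoside (400 uM final) added; 20 min at room temperature, pH 5.0. Reaction stopped at pH 10, fluorescence read, AC50 derived by Hill fit.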
SMN2 splice up: increases expression of the SMN2 splice variant; HEK293 SMN2-luciferase splicing reporter, luminescence, 30-36 h; Potency, µM (top dose mostly 46.1 µM), inactives show top-dose activity change, positive = activation, usual class: activators; hit rate 2.8% among 210,000; AID 1458; also: % of control where 0% means no effect; nearly all actives have a fitted effect of over 55% in size
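qHTS luciferase splicing reporter: luminescence rises when SMN2 exon 7 is included in transfected HEK293 cells. Compound exposure lasted 30-36 h at 37C, with 4.5 mM final sodium butyrate as control, followed by a ONE-Glo read.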
aGlu spleen mod: inhibitors or activators of human alpha-glucosidase in spleen homogenate; Potency, µM (top dose mostly 79.9 µM), for the others: at the highest dose activity change, negative = inhibition, actives largely listed as inhibitors; human spleen homogenate, 4-MU-alpha-glucoside fluorescence; P10253; hit rate 0.006% among 240,000;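 also: 0% = enzyme with vehicle and -100% = no enzyme basal signal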
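Compounds were titrated against alpha-glucosidase in spleen homogenate at pH 5.0, with 1 mM 4-methylumbelliferyl substrate for 40 min at 37 C. Reactions were quenched with pH 10 NaOH/glycine and fluorescence measured.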
KDM4E inh: inhibitors of human JMJD2E histone demethylase | JMJD2E catalytic domain, FDH-coupled NADH fluorescence (FDH is formaldehyde dehydrogenase) | hit rate 1.6% among 230,000 | Potency, µM (titrated, usually from 57.1 µM), inactives show at the top dose activity change, negative = inhibition, actives largely listed as inhibitors; active = well fitted inhibition curve with a large enough effect, not every such curve was filed as active; inconclusive = small, poorly fitted or top-dose-only effect, or another doubt; inactive = no such curve, though single readings can be large or run the other way;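 also: 0% = wells with enzyme and -100% = buffer wells without enzyme; nearly all actives have a fitted effect of over 50% in size; many of its hits are not listed in these tables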
Target sequence (B2RXH2 1-337 limits assumed): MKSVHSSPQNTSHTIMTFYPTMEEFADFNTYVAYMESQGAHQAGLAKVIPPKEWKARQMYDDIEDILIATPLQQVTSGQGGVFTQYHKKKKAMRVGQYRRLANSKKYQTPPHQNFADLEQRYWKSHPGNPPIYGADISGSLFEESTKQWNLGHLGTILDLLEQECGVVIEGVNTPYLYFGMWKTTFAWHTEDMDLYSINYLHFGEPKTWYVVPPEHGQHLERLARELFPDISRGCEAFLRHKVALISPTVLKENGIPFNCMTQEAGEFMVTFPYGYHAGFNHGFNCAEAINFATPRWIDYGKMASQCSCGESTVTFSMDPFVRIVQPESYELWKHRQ
ALDH1A1 inh: inhibitors of human aldehyde dehydrogenase 1A1; P00352; Purified ALDH1A1, NADH fluorescence, propionaldehyde substrate; Potency, µM (top dose mostly 75.3 µM), for the others: top-dose activity, negative = inhibition, actives largely listed as inhibitors; hit rate 7.3% among 220,000; active = well fitted inhibition curve with a large enough effect, not every such curve was filed as active; inconclusive = small, poorly fitted or top-dose-only effect, or another doubt; inactive = no such curve, though single readings can be large or run the other way;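 also: plate controls were no enzyme wells and a reference inhibitor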
Starred values were filed as active, the others as inactive; ? = inconclusive; · = no result given; & = joins results of further samples; [ ] = another dose, or the depositor's remark. Unless noted, calls follow the shape of the dose curve; as a rule, active = well fitted curve in the direction sought with a large enough effect; inconclusive = small, poorly fitted or top-dose-only effect, or another doubt; inactive = no such curve, though single readings can be large; an effect the other way counts as inactive or inconclusive. Potency is read from the fitted curve at half-maximal effect.

Fields: aGal spleen mod	GAA glycogen mod	RGS12 GoLoco inh	GAA inh	SMN2 splice up	aGlu spleen mod	KDM4E inh	ALDH1A1 inh
1. CCOCCCNC(=O)c1[nH]c(C)c(C(C)=O)c1C
    4%	?	10%	4%	6%	-11%	1%	0%
2. Cc1cc(C)n(-c2c(C)[nH]c3ccccc23)n1
    -8%	6%	20%	-3%	-14%	·	-11%	4%
3. CC(C)[C@H](NC(=O)c1ccccc1F)C(=O)Nc1nc2c(s1)CCCC2
    0%	0%	-6%	3%	-16%	-3%	-1%	-5%
4. Cc1ccc(S(=O)(=O)N2CCOCC2)cc1C(=O)OCC(=O)N1c2ccccc2NC(=O)C1(C)C
    -5%	1%	-10%	3%	15%	-8%	-4%	-8%
5. COc1ccc(-c2c(C)n([O-])c3c([n+]2=O)CCC3)cc1OC
    6%	-8%	-10%	-5%	?	2%	-2%	8%
6. CCOc1ccc(NC(=O)C(=O)N/N=C\c2ccc(CNS(=O)(=O)c3ccccc3)o2)cc1
    1%	-2%	6%	6%	3%	-2%	-16%	3%
7. Cc1ccc(-c2nc(N)s[n+]2-c2ccccc2)cc1
    -9%	-9%	3.5µM*	10%	-13%	-1%	1%	7.1µM*
8. O=C(CSc1nnc(-c2cccnc2)s1)Nc1ccc(C(=O)O)cc1
    8%	3%	1%	2%	-2%	-5%	-3%	?
9. CC(NC(=O)/C=C/c1ccco1)c1nc2ccccc2n1Cc1cccc(Cl)c1 (stereo not given)
    -10%	-2%	0%	-5%	-8%	-1%	-7%	14µM*
10. O=C(Cc1c(Cl)cccc1Cl)OCC(=O)N1CCN(C(=O)c2ccco2)CC1
    -18%	9%	5%	3%	9%	-3%	1%	32µM*
11. O=C(Nc1ccc(Br)c(Cl)c1)c1ccco1
    -3%	-3%	6%	-8%	?	-10%	-5%	-13%
12. CSc1ccccc1Sc1cc(C(=O)O)c2ccccc2n1
    0%	-1%	-14%	-12%	12%	-7%	4%	7%
13. COc1ccc(Nc2cc(=O)n(-c3ccccc3)c3c2c(=O)n(C)c(=O)n3C)cc1
    -2%	4%	15%	·	·	0%	0%	·
14. O=c1c2ccccc2n(Cc2ccc(Cl)cc2)c(=O)n1Cc1ccco1
    3%	5%	-4%	-3%	-30%[inhibitor]	-6%	8%	6%
15. Cc1cc(Cl)ccc1OCC(=O)NCCCCc1ccccc1
    9%	-15%	7%	2%	-1%	2%	0%	-1%
16. COc1ccc(C)cc1-n1c(SCC(=O)Nc2cccc(C(=O)O)c2)nc2ccccc2c1=O
    3%	3%	7%	·	·	-14%	3%	·
17. O=C(Cn1c2ccccc2c(=O)c2ccccc21)N/N=C/c1cc([N+](=O)[O-])ccc1N1CCCCCC1
    -5%	0%	79%[activator]	-2%	-13%	-9%	-15%	5%
18. COc1ccc2c(c1)C(=NN)c1cc(OC)ccc1-2
    4%	-12%	-4%	-3%	-10%	-7%	0%	11%
19. N#Cc1ccc(CSCC(=O)NN=C2CCCC2)cc1
    3%	2%	4%	-4%	-26%	-13%	12%	?
20. Cc1ccc(/C(O)=C2\C(=O)C(=O)N(CCN(C)C)C2c2ccccc2F)cc1 (stereo not given)
    -16%	0%	-4%	?	9%	-9%	?	?
21. COc1cccc([C@@H]2Oc3ccc(OC)cc3C(=O)[C@H]2OC(=O)Nc2cc(OC)c(OC)c(OC)c2)c1
    8%&2%	-22%	0%&6%	-3%[15.4 µM]	12%&11%	-6%&-18%	1%&-14%	-8%&-10%
22. O=C(Nc1ccc(F)cc1F)N1CCCCC1c1cccnc1 (stereo not given)
    -27%	11%	·	-5%	·	5%	-2%	9%
23. Cc1cc(C)nc(NS(=O)(=O)c2ccc(NC(=S)NC(=O)c3ccco3)cc2)n1
    -3%	5%	6%	4%	·	-1%	-2%	?
24. COc1ccc(Oc2c(C)oc3c(CN4CCOCC4)c(O)ccc3c2=O)cc1
    -2%	-2%	8%	-10%	-6%	0%	?	?
25. COC(=O)[C@@]1(Cc2ccc(OC)cc2)[C@H]2c3cc(C(=O)N(C)C)n(Cc4cc(C)n(C)n4)c3C[C@H]2CN1C(=O)c1ccccc1
    -3%	·	-8%	·	-7%	2%	12%	0%
26. CCOc1ccc(NC(=O)CCSc2nc3c(c(CC)c2C#N)C(=O)CC(C)(C)C3)cc1
    3%	2%	4%	-4%	?	3%	-11%	?
27. O=C(Nc1ccc(N2CCN(C(=O)c3ccco3)CC2)c(Cl)c1)c1cccs1
    -2%	-1%	14%	?	-28%	-1%	-10%	-11%
28. CCc1c(O)nc(SCC(=O)N(CC)CC)[nH]c1=O
    -2%	8%	24%	?	6%	-9%	-6%	-9%
29. CS(=O)(=O)N1CCC(Oc2ccccc2C(=O)N2CCN(CC3CC3)CC2)CC1
    0%	-7%	11%	9%	-5%	1%	1%	12%
30. COc1ccc(C2C(C(=O)Nc3ccc(OC)c(OC)c3)c3ccccc3C(=O)N2C)cc1 (stereo not given)
    2%	10%	-2%	8%	-1%	6%	2%	2%

Three entries out of the list, ordered by SMILES length, high to low.
Fields: aGal spleen mod	GAA glycogen mod	RGS12 GoLoco inh	GAA inh	SMN2 splice up	aGlu spleen mod	KDM4E inh	ALDH1A1 inh
25. COC(=O)[C@@]1(Cc2ccc(OC)cc2)[C@H]2c3cc(C(=O)N(C)C)n(Cc4cc(C)n(C)n4)c3C[C@H]2CN1C(=O)c1ccccc1
    -3%	·	-8%	·	-7%	2%	12%	0%
21. COc1cccc([C@@H]2Oc3ccc(OC)cc3C(=O)[C@H]2OC(=O)Nc2cc(OC)c(OC)c(OC)c2)c1
    8%&2%	-22%	0%&6%	-3%[15.4 µM]	12%&11%	-6%&-18%	1%&-14%	-8%&-10%
27. O=C(Nc1ccc(N2CCN(C(=O)c3ccco3)CC2)c(Cl)c1)c1cccs1
    -2%	-1%	14%	?	-28%	-1%	-10%	-11%

(more compounds)
Fields: aGal spleen mod	GAA glycogen mod	RGS12 GoLoco inh	GAA inh	SMN2 splice up	aGlu spleen mod	KDM4E inh	ALDH1A1 inh
31. Cc1nc2cnc(N3CCN(C)CC3)nc2n(C[C@H]2CCCO2)c1=O
    4%	·	6%	·	·	-2%	·	?
32. CC(=O)Nc1c(Nc2ccccc2)c2ccccc2oc1=O
    2%	-4%	10%	6%	·	3%	5%	6%
33. CCOc1ccc(S(=O)(=O)N2CCN(c3ccccc3F)CC2)c2cccnc12
    8%	-1%	8%	?	-22%	3%	0%	-10%
34. CCN(CC)S(=O)(=O)c1ccc(Cl)c(NC(=O)COc2ccc(OC)cc2[N+](=O)[O-])c1
    4%	3%	6%	6%	16%	-3%	-1%	-9%
35. CCC1CCCCN1C(=S)Nc1ccc(C(C)=O)cc1 (stereo not given)
    -20%	3%	5%	3%	?	-8%	-3%	?
36. Cc1ccc(Nc2nc(N)nc(CN3CCN(Cc4ccc5c(c4)OCO5)CC3)n2)c(C)c1
    2%	-1%	14%	-3%	-31%[inhibitor]	-5%	-6%	?
37. Cc1ccc(Nc2ccc(S(=O)(=O)N3CCOCC3)cc2[N+](=O)[O-])cc1C
    -7%	-11%	5%	?	-36%[inhibitor]	-14%	0%	-4%
38. O=C(COC(=O)CCC(=O)c1cccs1)NCc1ccccc1
    7%	0%	7%	-1%	12%	9%	-7%	-3%
39. O=C(CSc1nnc2sc3ccccc3n12)N1CCN(c2ccccc2)CC1
    7%	2%	4%	-1%	22%	0%	4%	3%
40. CCOCCCNC(=O)C(c1ccccc1)N(Cc1cccs1)C(=O)CNC(=O)c1ccccc1 (stereo not given)
    19%	-2%	20%	1%	2%	7%	-4%	-4%
41. COc1ccc2c(c1)C(c1ccccc1)=NNC(c1ccco1)=N2
    -24%	12%	-23%	-2%	-8%	-5%	8%	-13%
42. O=C(c1cccc(NS(=O)(=O)c2cccc(F)c2)c1)N1CCN(c2ccccc2)CC1
    5%	-6%	3%	-7%	-6%	9%	-1%	-13%
43. Cc1ccc(S(=O)(=O)N2CCCCC2)cc1NC(=O)c1ccccn1
    6%	10%	13%	·	·	2%	1%	·
44. CCN(CC)c1nc(C)c2c(c1C#N)CC(C)(C)OC2
    1%	1%	4%	12%	-12%	-20%	?	?
45. C/C=C\C(=O)Nc1cccc(C2=NOC3(C2)C[C@@H](C(N)=O)N(C(=O)CCCCC)C3)c1 (stereo not given in full)
    -3%	4%	4%	·	·	-2%	4%	·
46. NC(C(=O)O)C(O)C(=O)O (stereo not given)
    9%	·	1%	·	0%	-12%	6%	3%
47. O=C(NC(Cc1c[nH]c2ccccc12)C(=O)O)c1cccs1 (stereo not given)
    -3%	1%	-4%	-8%	-7%	-4%	8%	-2%
48. O=C(O)CSC(NC(=O)c1cccnc1)(C(F)(F)F)C(F)(F)F
    2%	-4%	0%	-7%	-19%	-21%	2%	4%
49. Cc1ccc(CN(C)CCc2ccccn2)cc1
    -5%	11%	1%	-4%	-2%	-2%	-22%	-6%
50. COc1ccccc1OCc1ccc(C(=O)N/N=C/c2ccco2)cc1
    -3%	9%	1%	-1%	9%	3%	-9%	-2%
51. CCCNC(=O)OC[C@H]1O[C@H](CCO/N=C/[C@@H](OC)[C@H](C)/C=C/CC(=O)OC)C=C[C@@H]1Oc1ccc(OC)cc1
    2%	-3%	6%	-14%	-27%	8%	-5%	1%
52. O=C(Cc1c(C(=O)O)[nH]c2ccccc12)NCCN1CCN(c2ccccc2F)CC1
    0%	4%	-2%	4%	1%	-4%	-28%	?
53. Nc1nnc(CC(=O)N/N=C/c2ccccc2OCc2ccc(F)cc2)s1
    16%	4%	5%	·	·	-11%	-11%	·
54. Cc1ccc(OCC(=O)NC(=S)Nc2cccc(NC(=O)c3ccc(Cl)cc3Cl)c2)cc1
    7%	-2%	8%	1%	-14%[1.84 µM]	1%	5%	-8%
55. CCOc1cc(CNCc2ccncc2)cc(Br)c1OCc1ccccc1F
    -3%	5%	-8%	-3%	-38%[inhibitor]	3%	-8%	8%
56. COc1ccc(-c2nc(C#N)c(N3CCN(c4ccccc4)CC3)o2)cc1
    2%	2%	3%	0%	-17%	4%	?	?
57. C=CCCCCCCCCCCCc1ccco1
    -3%	·	-15%	·	0%	-10%	-3%	?
58. NNC(=O)CCS(=O)(=O)c1ccc2ccccc2c1
    5%	-8%	2%	-1%	2%	-7%	-9%	?

From PubChem BioAssay

The list is partial, so the mix of outcomes need not match the whole.
